Hck-Nef inh – inhibitors of human Hck kinase activated by Nef; AID 463187; P08631; inhibition, % at 20 µM; hit rate 0.68% among 220,000; Recombinant Hck-YEEI plus Nef, Z-Lyte FRET kinase assay;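 active means Hck-Nef kinase inhibition above about 50%, limit read from the data; inactive means inhibition below that limit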;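 further: 0% = DMSO with Hck plus Nef and 100% = Hck alone without Nef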
Target sequence (P08631 whole entry, looked up): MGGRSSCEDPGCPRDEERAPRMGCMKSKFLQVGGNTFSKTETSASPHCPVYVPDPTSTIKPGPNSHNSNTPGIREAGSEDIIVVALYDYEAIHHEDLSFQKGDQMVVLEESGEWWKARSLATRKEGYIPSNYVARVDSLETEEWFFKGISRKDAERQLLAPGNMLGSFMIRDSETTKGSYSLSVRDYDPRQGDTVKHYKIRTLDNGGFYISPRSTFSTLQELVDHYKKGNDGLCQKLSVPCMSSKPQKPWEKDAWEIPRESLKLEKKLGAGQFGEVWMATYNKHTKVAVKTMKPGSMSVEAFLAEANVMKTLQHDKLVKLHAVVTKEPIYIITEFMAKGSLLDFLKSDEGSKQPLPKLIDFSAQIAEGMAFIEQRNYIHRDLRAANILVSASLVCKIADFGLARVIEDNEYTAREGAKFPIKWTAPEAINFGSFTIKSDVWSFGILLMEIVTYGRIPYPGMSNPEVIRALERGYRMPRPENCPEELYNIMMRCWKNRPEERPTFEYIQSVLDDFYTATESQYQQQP
NCF1 inh – blocks human p47phox regulatory protein of NADPH oxidases; P14598; p47phox/p22phox peptide binding, fluorescence polarization, 2 h; inhibition, % at 24.7 µM; hit rate 0.53% among 220,000; AID 1274;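 active means inhibition above about 30%, limit read from the data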;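 further: 0% = p47phox with labelled peptide and 100% = labelled peptide alone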
Runt-SMMHC FRET – Runt domain-CBFb-SMMHC interaction inhibition; Cerulean-Runt/Venus-CBFb-SMMHC FRET ratio 530/480, 1 h; inhibition, % at 20 µM; hit rate 0.74% among 220,000; AID 1434;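 active means mean inhibition across duplicate retests at 20 µM reaching about 50%, limit read from the data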;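 further: 0% = DMSO wells and 100% = wells with excess untagged CBFb-SMMHC; inhibitors lower the FRET ratio by blocking Runt binding to CBFb-SMMHC; some results filed as inactive read as strong as hits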
L929 necroptosis – blocks zVAD induced death of L929 cells; hit rate 0.38% among 220,000; viability rescue, % at 10 µM; L929 zVAD necroptosis rescue, ATP luminescence, 24 h; with zVAD 60 µM;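 active means activation, scaled between plate controls, above about 75%, limit read from the data; inactive means activation under that limit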;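 further: 0% = zVAD with DMSO and 100% = DMSO alone without zVAD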
EBV gp42 inh – blocks Epstein-Barr virus glycoprotein 42 binding. inhibition, % (tested at 21.74 µM). hit rate 0.42% among 220,000. Fluorescence polarization binding assay, mP read-out; in the data active means inhibition above about 50%
Target sequence (Q1HVG2 whole entry, looked up): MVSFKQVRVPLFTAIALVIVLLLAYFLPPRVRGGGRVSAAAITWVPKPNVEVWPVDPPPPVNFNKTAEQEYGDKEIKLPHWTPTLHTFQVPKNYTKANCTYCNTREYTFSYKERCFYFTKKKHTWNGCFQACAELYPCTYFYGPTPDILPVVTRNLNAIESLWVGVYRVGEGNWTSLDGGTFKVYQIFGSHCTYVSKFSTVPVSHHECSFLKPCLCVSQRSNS
14-3-3 Bad PPI – disrupts binding of bovine 14-3-3 zeta to phospho-Bad peptide; inhibition, % at 21.7 µM; TR-FRET 14-3-3zeta/Dy647-pBad peptide displacement, 1 h; P63103; hit rate 0.71% among 220,000; AID 781;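 active means inhibition above about 70%, limit read from the data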;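 further: 0% = full 14-3-3 plus peptide FRET controls and 100% = background without 14-3-3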
Target sequence (P63103 whole entry, looked up): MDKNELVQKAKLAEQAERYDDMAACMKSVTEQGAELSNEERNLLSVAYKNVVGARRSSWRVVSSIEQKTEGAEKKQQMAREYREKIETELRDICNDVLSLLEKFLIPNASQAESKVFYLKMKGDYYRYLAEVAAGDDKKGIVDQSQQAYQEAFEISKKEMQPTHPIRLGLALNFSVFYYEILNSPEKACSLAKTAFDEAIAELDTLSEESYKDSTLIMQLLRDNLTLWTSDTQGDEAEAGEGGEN
TbHK1 inh – blocks Trypanosoma brucei hexokinase 1 activity; hit rate 0.11% among 220,000; recombinant TbHK1, G6PDH-coupled NADH A340; inhibition, % at 10 µM; AID 1430;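 active means inhibition of 50% or more in the single-dose primary screen; inactive means inhibition below 50%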
Runt-CBFb FRET – inhibitors of human RUNX1 Runt domain binding to CBFb | AID 1496 | inhibition, % at 20 µM | hit rate 0.46% among 220,000 | Cerulean-Runt/Venus-CBFb FRET ratio 530/480, 1 h | Q01196+Q13951;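 active means inhibition over about 50% at 20 µM in the single-dose screen, limit read from the data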;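 further: 0% = DMSO wells and 100% = excess unlabeled CBFb competitor control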
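test system = Cerulean-Runt domain fusion protein, energy donor | probe or stimulus = Venus-CBFb binding partner, 100 nM | incubation = two 1 h room-temperature incubations shielded from light | detection = fluorescence energy transfer, 422 nm excitation, 530/480 nm emission | measure = loss of energy transfer signal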
MDM2 E3 inh – inhibitors of human Mdm2 E3 ubiquitin ligase | Q00987 | cell-based MDM2 ubiquitination luciferase reporter, 2 h; 0 = plate control, 100 = twice control, blank-subtracted | signal enhancement, % at 5 µM | hit rate 0.11% among 210,000 | AID 1230;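 active means signal enhancement of 30% or more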;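 further: luminescence tracks abundance of the self-degrading MDM2-luciferase fusion protein; higher signal means inhibition of MDM2 E3 ligase activity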
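System: stable MDM2–luciferase fusion reporter cells / Input: 2000 cells seeded into each well / Schedule: 4 h settle plus 2 h compound, 37 °C / Compound: single-point 5 µM / Buffer or medium: cells held in DMEM / Benchmarks: control and blank well means / Evaluation: percent signal gain over controls, blank-subtracted / Measured by: luciferase luminescence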
* hit, by the source's call; . = no result given; [ ] = dose if it differs, or a comment.

SMILES | Hck-Nef inh | NCF1 inh | Runt-SMMHC FRET | L929 necroptosis | EBV gp42 inh | 14-3-3 Bad PPI | TbHK1 inh | Runt-CBFb FRET | MDM2 E3 inh
O=c1oc2ccccc2cc1NCc1ccccc1O | 27 | 3 | -1 | -0.4 | 5 | 1 | -29 | 2 | -12
CCOC(=O)N1CCC(=NNc2nc3ccccc3s2)CC1 | 7 | -18 | 1 | 5.5 | -12 | -3 | 8 | 0 | -21
COc1ccc(Nc2nc(NCc3ccco3)nc(N)c2[N+](=O)[O-])cc1 | 13 | -19 | -4 | 2.0 | -4 | -2 | -57 | -1 | -4
O=C(N/N=C/c1ccco1)c1ccc(Br)o1 | 0 | -5 | 0 | 0.1 | 0 | 5 | -54 | 2 | -10
O=C(/C=C/c1ccccc1)Oc1ccc(C(=S)N2CCOCC2)cc1 | 24 | -57 | -2 | 1.7 | 14 | -16 | -2 | -1 | -8
O=C(NCc1nc2ccccc2[nH]1)C1=C[C@H](c2ccc(Br)cc2)C[C@H](OCc2ccc(CO)cc2)O1 | 3 | . | 1 | 0.2 | -10 | 1 | -7 | 0 | .
O=C(NCC1CCCO1)c1c(O)c2cccc3c2n(c1=O)CCC3 (configuration not stated) | 2 | 3 | 6 | 4.5 | 0 | 1 | -11 | -5 | 0
CC1=C(C(=O)OC(C)(C)C)C(c2ccco2)C(C#N)=C(N)O1 (configuration not stated) | 1 | -12 | 0 | 0.1 | -5 | 1 | -25 | -1 | 9
COc1ccc(NC(=S)N2CCCC2)cc1 | 0 | -4 | 6 | 0.3 | -1 | 1[fluorescence artefact?] | -4 | -2 | .
NS(=O)(=O)c1ccc(S(=O)(=O)N2CCCC2)cc1 | 0 | -13 | 1 | 1.2 | -26 | 7 | -2 | 3 | -31
CCOc1ccccc1NC(=O)NC(=O)N(C)S(C)(=O)=O | -9 | -15 | -6 | 0.7 | -5 | -1 | -8 | 0 | -25
COc1cnc(-c2ccccc2)nc1OC | 21 | 0 | -7 | 25 | -9 | -8 | -3 | 0 | -7
CC(=O)N1CCC(C(=O)c2ccc(Cl)cc2)CC1 | 2 | -7 | 1 | -0.8 | -9 | -2 | -12 | 2 | 5
N/C(=N\NC(=O)Nc1ccccc1)c1ccccn1 | 15 | -18 | 3 | 0.4 | -16 | -4 | -3 | 0 | -21
Cc1ccccc1CSc1nc(C(C)(C)C)cc(=O)[nH]1 | 10 | -11 | -2 | 1.1 | -7 | -9 | -7 | -3 | -26
COc1nnc(-c2ccc(N3CCCCC3)c(NC(=O)C3CCCCC3)c2)c2ccccc12 | 7 | -14 | 1 | 0.2 | -1 | -8 | -17 | 0 | -23
CC1=CC2=NC(=O)/C(=C\c3cc(C)n(-c4ccccc4F)c3C)C(=N)N2O1 | 1 | -43 | 0 | 0.2 | -13 | -26[fluorescence artefact?] | 20 | 5 | -3
Cc1ccc(-c2cn3c(=O)cc(C)[nH]c3n2)cc1 | 0 | -22 | 1 | 0.0 | -15 | 3 | 1 | 0 | 11
COc1ccc(OC)c(-n2c(CNC3CCN(Cc4ccccc4)CC3)nc3ccccc3c2=O)c1 | 1 | -11 | -42 | -0.7 | 0 | -5 | -3 | 2 | -19
Cc1cc2nc(CSc3ccccc3)cc(=O)n2[nH]1 | 17 | -15 | 14 | 1.8 | -11 | -18 | -1 | 13 | 0
CC1=NC(C(F)(F)F)(C(F)(F)F)C(C#N)=C(C)N1 | 0 | -8 | 6 | 0.3 | -15 | -2 | 3 | 0 | -8
COc1ccc(OCCC(=O)NCC23CC4CC(CC(C4)C2)C3)cc1 | -3 | -2 | -4 | 94* | -8 | -2 | -6 | -1 | -11
O=C(Nc1nncs1)C(Sc1ccccc1)c1ccccc1 (configuration not stated) | 2 | -1 | -6 | 0.3 | 1 | 2[fluorescence artefact?] | -2 | -5 | -4
C/C(Cn1nc([N+](=O)[O-])cc1C)=N\NC(=O)COc1ccccc1[N+](=O)[O-] | 3 | 4 | 2 | -0.2 | -6 | 13 | 0 | 2 | -23
O=C(NCc1ccccn1)C1CCCN(S(=O)(=O)c2cccc3nsnc23)C1 (configuration not stated) | 1 | -12 | -6 | -0.2 | -6 | -3 | -5 | 2 | -12
CC12CCC(C/C1=N\N=C1\NC(=O)/C(=C\c3ccc(Cl)cc3)S1)C2(C)C (configuration not stated) | -1 | -26 | -8 | 3.8 | -6 | 2[fluorescence artefact?] | -5 | -4 | -11
COC(=O)c1ccc(COC(=O)c2c(C)nn(Cc3ccccc3Cl)c2Cl)o1 | 0 | -17 | -2 | 0.3 | -13 | 5 | -1 | -1 | 17
CCCCCCC(=O)Nc1cc2c(C)cc(=O)oc2cc1C | -2 | -33 | -3 | -0.2 | 0 | -11 | -3 | 0 | -6
O=C(Nc1ccc(N2CCCCC2)cc1)c1ccc2ccccc2n1 | 2 | -9 | -3 | 0.6 | 9 | -8 | -1 | -2 | -8
COc1ccc2oc(C(=O)OCc3c(C)noc3C)c(C)c2c1 | 12 | 0 | 0 | -0.1 | 2 | -5 | 3 | -1 | -7
CCOC(=O)C1=C(C)N(C)C(=S)NC1c1cc(OC)ccc1OC (configuration not stated) | 19 | -5 | 3 | -0.5 | -3 | -4 | -9 | 6 | -1
COC(=O)Cc1ccc(NC(=O)c2cccs2)cc1 | 11 | 12 | -7 | 0.8 | -24 | -1 | 2 | -1 | -14
COCCN(C(=S)Nc1ccccc1C)C(C)c1cccnc1 (configuration not stated) | 0 | -13 | -5 | 1.2 | -38 | -20[fluorescence artefact?] | -7 | 2 | -5
O=C(N/N=C/C1CC2CCC1C2)c1c[nH]c2ccccc12 (configuration not stated) | 19 | -4 | -1 | 21 | 1 | -9 | -2 | -2 | -2
Cc1ccc(-c2c(C)n([O-])c3c([n+]2=O)CCCC3)cc1 | -15 | 4 | -4 | 3.1 | 6 | -9 | 7 | . | -12
COc1ccc(C(=O)Nc2cccc(S(C)(=O)=O)c2)cc1OC | 12 | 3 | 2 | 0.0 | 0 | -3 | 5 | 1 | -50
Cc1ccc(CNC(=O)C2CCCN(S(=O)(=O)c3cnc[nH]3)C2)cc1 (configuration not stated) | 21 | -6 | -8 | 0.7 | -8 | -13 | -3 | 0 | -12
c1ccc(SCc2nc(-c3ccccn3)no2)cc1 | 3 | -7 | -4 | -0.3 | -13 | 0 | 4 | 1 | -5
COc1ccc(C(=O)C(CN2CCOCC2)c2ccccc2)cc1 (configuration not stated) | -1 | -2 | -1 | 41 | -1 | 1 | -1 | 1 | 6
CN1CCN(c2ccc(Cl)cc2NC(=O)c2ccc(=O)n(C)n2)CC1 | 25 | 4 | 4 | -0.7 | -10 | -2 | -4 | -1 | -3
CSC(=CC(=O)c1ccccc1)SC | 1 | -5 | -4 | -0.1 | -14 | 8 | -30 | 1 | -3
Cc1cc(Sc2nc(N)ncc2[N+](=O)[O-])ncn1 | -2 | -7 | 2 | 0.0 | -13 | -4 | -14 | 8 | -12
Cc1ccc(-c2sc(C)nc2CC(=O)O)cc1 | -1 | -1 | -6 | -0.2 | -7 | 4[fluorescence artefact?] | 2 | 0 | 6
Cc1ccc(F)c(NC(=O)C2CCCCC2C(=O)O)c1 (configuration not stated) | -1 | 4 | 0 | 1.3 | 2 | 3 | 1 | -1 | -21
COc1ccc(C2C3=C(CC(C)(C)CC3=O)Oc3ncn(Cc4ccccc4)c(=N)c32)cc1 (configuration not stated) | -1 | 0 | 1 | -1.8 | -20 | -7 | 5 | -2 | -8
C/C(=N\N(C)C)C1=C(O)c2ccccc2C1=O | 5 | -12 | 0 | -0.1 | -13 | 3 | -25 | -1 | 3
O=C(CCS(=O)(=O)c1ccccc1)Nc1nc2c(s1)COc1ccccc1-2 | 0 | -23 | 0 | 61 | -7 | -3 | -10 | 2 | -7
COc1ccc(C(=O)Nc2nnc(Cc3cccs3)s2)cc1OC | 0 | -17 | -10 | 0.1 | -12 | 2 | -1 | 1 | 10
O=C(NCc1ccccc1)C1=C[C@@H](c2ccc(Br)cc2)C[C@@H](OCc2ccc(CO)cc2)O1 | 4 | -21 | -3 | 0.5 | 2 | -6 | 4 | -1 | .
CCOc1ccc(NC(=S)NC(=O)/C=C/c2ccc(C)cc2)c([N+](=O)[O-])c1 | 1 | 6 | -1 | -0.4 | -9 | 19[fluorescence artefact?] | 4 | 5 | -68

Additional entries follow:
SMILES | Hck-Nef inh | NCF1 inh | Runt-SMMHC FRET | L929 necroptosis | EBV gp42 inh | 14-3-3 Bad PPI | TbHK1 inh | Runt-CBFb FRET | MDM2 E3 inh
CCOc1cccc(=O)c2c(C)n(-c3ccc(C(=O)O)cc3)c(C)c12 | 20 | 3 | -7 | -0.1 | -2 | -11 | -8 | 5 | 0
CCO[C@H]1OC(C(=O)NCc2nc3ccccc3[nH]2)=C[C@@H](C2CCCCC2)[C@@H]1CCCO | 15 | . | 1 | 2.4 | -4 | -5 | -3 | -1 | .
CCOC(=O)Nc1cc(NC(=O)OCC)c(C)nc1C | 11 | 1 | 3 | 0.1 | -12 | -2 | -4 | 2 | -14
CC(=O)Nc1cccc(OCCCNS(=O)(=O)c2ccc(F)cc2)c1 | 1 | -20 | -2 | 1.1 | -9 | 0 | -6 | -2 | 0
Cc1c(NC(=S)NC(=O)C(C)(C)C)cccc1[N+](=O)[O-] | 0 | -1 | -2 | 0.2 | 3 | -6 | -3 | 2 | -12

An excerpt of these results, with values under each structure.
Each structure is followed by: Hck-Nef inh | NCF1 inh | Runt-SMMHC FRET | L929 necroptosis | EBV gp42 inh | 14-3-3 Bad PPI | TbHK1 inh | Runt-CBFb FRET | MDM2 E3 inh
O=C(Nc1ccc(N2CCCCC2)cc1)c1ccc2ccccc2n1
    2 | -9 | -3 | 0.6 | 9 | -8 | -1 | -2 | -8
COc1ccc2oc(C(=O)OCc3c(C)noc3C)c(C)c2c1
    12 | 0 | 0 | -0.1 | 2 | -5 | 3 | -1 | -7
CCOC(=O)C1=C(C)N(C)C(=S)NC1c1cc(OC)ccc1OC (configuration not stated)
    19 | -5 | 3 | -0.5 | -3 | -4 | -9 | 6 | -1
COC(=O)Cc1ccc(NC(=O)c2cccs2)cc1
    11 | 12 | -7 | 0.8 | -24 | -1 | 2 | -1 | -14
COCCN(C(=S)Nc1ccccc1C)C(C)c1cccnc1 (configuration not stated)
    0 | -13 | -5 | 1.2 | -38 | -20[fluorescence artefact?] | -7 | 2 | -5
O=C(N/N=C/C1CC2CCC1C2)c1c[nH]c2ccccc12 (configuration not stated)
    19 | -4 | -1 | 21 | 1 | -9 | -2 | -2 | -2
Cc1ccc(-c2c(C)n([O-])c3c([n+]2=O)CCCC3)cc1
    -15 | 4 | -4 | 3.1 | 6 | -9 | 7 | . | -12
COc1ccc(C(=O)Nc2cccc(S(C)(=O)=O)c2)cc1OC
    12 | 3 | 2 | 0.0 | 0 | -3 | 5 | 1 | -50
Cc1ccc(CNC(=O)C2CCCN(S(=O)(=O)c3cnc[nH]3)C2)cc1 (configuration not stated)
    21 | -6 | -8 | 0.7 | -8 | -13 | -3 | 0 | -12
